Screens from PubChem BioAssay.
Tau fil binding – binds recombinant human tau filaments. AID 596. Potency, µM (highest dose often 57.1 µM), without a hit: top-dose activity change, negative = inhibition. hit rate 2% among 71,000. recombinant tau filaments, thioflavin S fluorescence, 15 h; filaments grown with octadecylsulfate alongside compound. P10636;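 note: potency is the fitted concentration of half-maximal effect; % is set by controls: 0 for no effect and ±100 for the full control effect; actives lower thioflavin S fluorescence by blocking filaments or displacing dye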
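His-tagged recombinant human tau (exons 2, 3, 10; 1 uM final) fibrillized with 30 uM sodium octadecylsulfate, 15 h at 37 C, in pH 7.4 HEPES buffer with 10 uM thioflavine S and 5 mM DTT. Reduced ThS fluorescence (450/510 nm) marks activity.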
HEK293 cAMP ctrl – parental HEK293 cAMP activation (counter-screen); Potency, µM (series often up to 57.1 µM), without a hit: top-dose activation, most hits filed as activators; parental HEK293 CNG cAMP sensor, membrane potential fluorescence; hit rate 2.5% among 73,000; note: potency is the fitted concentration of half-maximal effect; % of control where 0% means no effect; nearly all actives have a fitted effect of over 55% in size
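Parental HEK 293 cells stably expressing a modified CNG channel (no TSHR) report cAMP rise as membrane depolarization. Membrane potential dye with 100 uM RO 20-1724 was loaded for 60 min at room temperature, then compound added for 30 min; fluorescence read at 590 nm.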
A350 autofl – compound fluoresces in the Alexa 350 spectral region. Compound autofluorescence, 340/450 nm, Alexa 350 dye-equivalents; active compounds read high. max dye-equivalent concentration, M. hit rate 11% among 59,000. AID 590; in the data active = max dye-equivalent concentration above about 10 nM; inconclusive = mostly about 1.1 nM to 9.6 nM
ERK AVP inh – inhibitors of vasopressin-stimulated ERK signaling pathway; HEK293-V1b, vasopressin-stimulated pERK AlphaScreen; Potency, µM (top dose mostly 57.5 µM), for inactives: at the highest dose activity, negative = inhibition, usual class: inhibitors; hit rate 0.99% among 72,000; note: potency is the fitted concentration of half-maximal effect; % is set by controls: 0 for no effect and ±100 for the full control effect; nearly all actives have a fitted effect of over 55% in size
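Phosphorylated ERK1/2 detected via AlphaScreen bead proximity in lysates of V1b-expressing HEK293 cells given 25 nM vasopressin for 5 min after 30 min compound exposure (37 °C). AC50 from Hill equation; basal DMSO 0%, vasopressin 100%.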
BRCT inh green – blocks human BRCA1 BRCT binding to phosphopeptide, green readout. hit rate 0.05% among 75,000. P38398. BRCA1 BRCT-phosphopeptide binding, green fluorescence polarization. Potency, µM (doses to about 76.9 µM), for the others: top-dose activity change, negative = inhibition, actives largely listed as inhibitors;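 note: potency is the fitted concentration of half-maximal effect; plate controls were peptide without protein for full effect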
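Fluorescence polarization: His-tagged BRCT (~35 kDa BRCA1 C-terminus, 250 nM) bound to 100 nM fluorescein-labeled phosphorylated 10-aa BACH1 peptide, pH 7.3 phosphate buffer with DTT and Tween 20. Compounds incubated 12 min at room temperature; inhibition read as lowered polarization.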
Luciferase inh – firefly luciferase inhibition; P08659; purified firefly luciferase, luminescence, 8 min; Potency, µM (highest dose often 57.1 µM), without a hit: top-dose activity change, negative = inhibition, hits mostly inhibitors; hit rate 2.2% among 72,000; note: potency is the fitted concentration of half-maximal effect; % is set by controls: 0 for no effect and ±100 for the full control effect; nearly all actives have a fitted effect of over 40% in size
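Inhibition of light generation by firefly luciferase from ATP and luciferin was profiled with concentration-response curves per sample, ATP held at 10 uM within the enzyme's linear range. Plates were read by luminescence after an 8-minute ambient incubation.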
BRCT inh red – BRCT-phosphoprotein interaction inhibition (red fluorophore). P38398. BRCT-phosphopeptide binding, red fluorescence polarization. Potency, µM (doses to about 76.9 µM), inactives show at the top dose activity change, negative = inhibition, actives largely listed as inhibitors. hit rate 0.03% among 75,000. AID 892; note: % is set by controls: 0 for no effect and ±100 for the full control effect
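Fluorescence polarization: 100 nM His-tagged BRCA1 BRCT with 100 nM TAMRA-labelled phospho-BACH1 decapeptide, phosphate buffer pH 7.3 with 150 mM NaCl, DTT, 0.01% Tween 20; 12 min RT. Binding inhibition seen as FP decrease.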
USP2a inh – inhibitors of human ubiquitin-specific protease USP2a | O75604 | USP2a enzymatic assay, qHTS inhibition | AID 927 | hit rate 0.1% among 60,000 | Potency, µM (top dose mostly 38.3 µM), without a hit: at the highest dose activity change, negative = inhibition, most hits filed as inhibitors;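 note: potency is the fitted concentration of half-maximal effect; nearly all actives have a fitted effect of over 60% in size; plate controls were DMSO for no effect and NEM full inhibition control for full effect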
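Coupled readout: USP2-cleaved Ub-PLA2 (20nM final) turns over NBD C6-HPC (20uM final), Ex 460nm/Em 535nm after 2.5 h, time-zero read flagging artifacts. Enzyme (20nM final, pH 8.0 Tris) given 30 min RT with compound first; NEM defines full inhibition.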
CRE Fsk mod – modulators of forskolin-stimulated CRE signaling in CHO cells; CHO CRE-bla reporter (cAMP response element driving beta-lactamase), forskolin EC10, beta-lactamase ratio; Potency, µM (series often up to 38.2 µM), for inactives: at the top dose activity change, negative = inhibition, usual class: activators; hit rate 2.5% among 71,000; AID 662; active = well fitted activation curve with a large enough effect in the signal ratio, with a control signal flat, not every such curve was filed as active; inconclusive = small, poorly fitted or top-dose-only effect, or effect the other way, or a change in a side signal; the % refers to the signal ratio; note: potency is the fitted concentration of half-maximal effect; % of control where 0% means no effect
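Modulation of forskolin-driven signalling is measured in CHO cells carrying a CRE-controlled beta-lactamase reporter. Cells are stimulated with EC10 NKH 477 in the presence of titrated compound for 3 h at 37 °C, then loaded with CCF4 for 2 h at room temperature.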
Casp7 inh – caspase-7 (human) inhibition, allosteric or competitive; P55210; recombinant caspase-7, Ac-DEVD-AFC fluorescence rate; Potency, µM (doses to about 57.5 µM), without a hit: at the highest dose activity change, negative = inhibition, most hits filed as inhibitors; hit rate 0.02% among 75,000; AID 889; active = well fitted inhibition curve with a large enough effect in the main read-out, with a control signal flat, not every such curve was filed as active; inconclusive = small, poorly fitted or top-dose-only effect, or a change in a side signal; note: potency is the fitted concentration of half-maximal effect; % of control where 0% means no effect
Caspase-1 inhib – caspase-1 (human) inhibition, allosteric or competitive | Potency, µM (highest dose often 57.5 µM), for inactives: top-dose activity change, negative = inhibition, hits mostly inhibitors | hit rate 0.03% among 75,000 | AID 900 | P29466 | Caspase-1 enzyme, Ac-WEHD-AFC fluorogenic rate;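 note: potency is the fitted concentration of half-maximal effect; plate controls were vehicle for no effect and no substrate for full effect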
* = called active by the depositor; i = inactive; ? = inconclusive; . = no result given; [ ] = remark or other dose. Unless noted, calls come from the whole dose curve; as a rule, active = well fitted curve in the direction sought with a large enough effect; inconclusive = small, poorly fitted or top-dose-only effect, or another doubt; inactive = no such curve, though single readings can be large; an effect the other way counts as inactive or inconclusive. Not a hit list. About 16% of those tested had a hit in this group.

SMILES	Tau fil binding	HEK293 cAMP ctrl	A350 autofl	ERK AVP inh	BRCT inh green	Luciferase inh	BRCT inh red	USP2a inh	CRE Fsk mod	Casp7 inh	Caspase-1 inhib
CC(=O)Nc1ccc(S(=O)(=O)N2C3CCCC2CC(NC(=O)C2CCCCC2)C3)cc1 (stereo unspecified)	-13%	-13%	i	-9%	0.1%	1%	2.6%	3%	-7%	-1%	1%
COc1ccccc1CNC(=O)C1CCCN(S(C)(=O)=O)C1 (stereo unspecified)	5%	-3%	?	-2%	-1.7%	-2%	-0.4%	-10%	0%	0%	-1%
CCCS(=O)(=O)c1c(S(=O)(=O)CCC)c2c(N)cccn2c1C(=O)c1ccc(F)cc1	394%	-23%	i	?	0.1%	-1%	-1.4%	26%	-14%	-28%	?
Cc1noc(C)c1S(=O)(=O)N1CCC(C(=O)N2CCN(C(=O)c3ccco3)CC2)CC1	-4%	?	i	28%	-3.1%	2%	-0.3%	6%	11%	-2%	1%
COc1ccc(OC)c(-c2ccccc2/C=N/NS(=O)(=O)c2ccc(C)cc2)c1	.	-2%[11.4 µM]	.	11%[11.5 µM]	-3.5%[15.4 µM]	.	0.1%[15.4 µM]	.	.	-2%[11.5 µM]	2%[11.5 µM]
CCOC(=O)c1c(NC(=O)c2cccs2)sc2c1CCN(C(=O)OCC)C2	128%	12%	.	28%	-0.4%	-1%	1.2%	4%	?	-22%	?
O=C(O)c1ccccc1COc1ccccc1Cl	5%	9%	i	-12%	-0.4%	-18%	-0.1%	-5%	?	0%	-1%
CCC1SC2=NC(C)=C(C(=O)OC)C(c3ccc(C(=O)OC)cc3)N2C1=O (stereo unspecified)	.	?	.	.	0.9%	.	-3.1%	.	.	-1%	-3%
CC(=O)NC(CCS(C)(=O)=O)C(=O)Nc1nc(C)cs1 (stereo unspecified)	186%	1%	?	-3%	-0.7%	-2%	-0.5%	-10%	3%	-1%	-2%
Cc1ccc2cc3cc(C(=O)N(C)C4CCCCC4)oc3nc2c1	6%	22%	?	4%	0.0%	-20%	0.6%	3%	?	0%	0%
O=C(Nc1ccc(N2C(=O)C3C4C=CC(C4)C3C2=O)cc1)Nc1cccnc1 (stereo unspecified)	9%	2%	i	11%	-0.8%	-7%	-0.1%	17%	-15%	-1%	-1%
O=C(O)c1ccc(CO)o1	0%	7%	.	11%	-0.4%	.	-0.7%	.	-10%	-1%	-4%
Cc1ccc(-n2c(Cc3cccn3C)nnc2SCC(=O)N2CCc3ccccc32)cc1	27%	12%	i	5%	-0.7%	1%	0.7%	28%	-14%	1%	-3%
Cn1cccc1C(=O)N1CCC2(CC1)CN(C(=O)Nc1cccc(C#N)c1)C2	13%	-5%	i	-11%	-1.5%	-3%[11.4 µM]	-1.1%	47%[activator]	-7%	-1%	-1%
NS(=O)(=O)c1cc2c(cc1Cl)=NC(CCC(=O)O)=NS=2(=O)O	-1%[11.4 µM]	-4%[11.4 µM]	i	-3%[11.5 µM]	-0.9%[15.4 µM]	3%[11.4 µM]	0.1%[15.4 µM]	.	-7%[7.6 µM]	-1%[11.5 µM]	-1%[11.5 µM]
Cc1cc(Nc2ccc(N3CCC(C)CC3)cc2)n2ncnc2n1	-21%	2%	i	-17%	-0.1%	-1%	0.3%	.	25%	3%	-1%
Cc1cc2nc(C)n3c4ccccc4nc3n2n1	-2%	0%	i	-28%	-1.5%	1%	-1.8%	-10%	?	7%	0%
OC(Cn1ccnc1)c1ccc(Cl)cc1Cl (stereo unspecified)	9%	2%	i	4%	1.2%	-2%	0.9%	3%	-1%	0%	-1%
O=C(O)C1CCCCC1C(=O)NCc1cn2ccccc2n1 (stereo unspecified)	4%	0%	.	.	-1.6%	2%	0.3%	.	0%	-3%	-3%
CON(C)c1nc(OCCNC(=O)OCc2ccc(Cl)cc2Cl)nc(N(C)C)n1	-5%	?	i	-8%	-2.0%	1%	-1.5%	25%	?	2%	0%
CC(C)[C@@H]1OC(=O)C=CC=CC=CC=CC=CC[C@@H](O)[C@H](C)[C@@H](O)C[C@H](O)C[C@H](O)C[C@H](O)C[C@H](O)C[C@H](O)C[C@H](O)C=C[C@@H]1C	16%[11.4 µM]	-7%[11.4 µM]	i	.	.	1%[11.4 µM]	.	.	4%[7.6 µM]	.	.
Cc1ccc(-c2nnn(CC(=O)N(Cc3cccs3)C(C(=O)NC(C)(C)C)c3ccc(C)o3)n2)o1 (stereo unspecified)	32%	25µM*	i	9%	0.3%	-27%	0.3%	11%	?	-1%	-3%
Cc1csc(NC(=O)CCS(=O)(=O)c2ccc(Br)cc2)n1	3%	14%[2.29 µM]	i	15%	-0.8%	-4%	0.3%	4%	-24%	-1%	-4%
COc1cc(NC(=O)C2COc3ccccc3O2)c(OC)cc1Cl (stereo unspecified)	6%	16µM*	i	7%	-0.9%	0%	-1.7%	3%	24%	-3%	-2%
CCOC(=O)[C@]1(C(NC(=O)OC)c2ccco2)CCCC1=O (stereo partly specified)	.	8%[11.4 µM]	.	-9%[11.5 µM]	-1.0%[15.4 µM]	.	-0.1%[15.4 µM]	.	.	2%[11.5 µM]	-4%[11.5 µM]
CC(C)c1nc(SCC(=O)NCc2ccc3c(c2)OCO3)c2c(=O)n(C)c(=O)n(C)c2n1	-6%	-2%	.	.	-1.5%	2%	2.0%	.	0%	2%	0%
COC(=O)c1ccc(NS(=O)(=O)c2ccc3c(c2)oc(=O)n3C)cc1	0%	1.3µM*	.	.	-1.6%	4%	-0.7%	.	-3%	1%	0%
Cc1cc(C)cc(NC(=O)CCNS(=O)(=O)c2ccc3c(c2)oc(=O)n3C)c1	-22%	4%	i	33%[activator]	-0.5%	-10%	-1.5%	2%	0%	2%	2%
COc1ccc(-n2nc(C(=O)NCC(=O)NCC3CCCO3)c3ccccc3c2=O)cc1 (stereo unspecified)	17%	2%	?	19%	0.2%	2%	-1.6%	4%	?	0%	1%
COc1ccc(-c2nc(CSCC(=O)NCc3ccc4c(c3)OCO4)c(C)o2)cc1OC	-11%	14%	.	32µM*	-3.0%	1%	0.2%	.	?	-2%	-2%
CCC1CCCCN1C(=O)CSc1nc2c(cnn2-c2ccc(C)cc2)c(=O)[nH]1 (stereo unspecified)	126%	5%	.	.	-1.8%	1%	0.6%	.	17%	-1%	1%
COc1cccc(CN2C(=O)CCC2(C)C(=O)NC2CCCCC2)c1 (stereo unspecified)	1%	14%	.	-15%	-1.8%	1%	1.9%	.	1%	-1%	0%
CCCC[P+](CCCC)(CCCC)Cc1ccc(NC(=O)[C@@H](Cc2ccc3ccccc3c2)NC(=NC2CCCCC2)NC2CCCCC2)cc1	-38%	3%	.	-10%	3.4%	1%	1.2%	.	?	1%	-3%
O=C(NC1CCCCC1)N1CCc2[nH]c3ccccc3c2C1	75%	4%	?	?	-0.5%	-6%	0.2%	-10%	-15%	-28%	?
Cc1ccc(C)c(NC(=O)CS(=O)(=O)c2c[nH]c3ccccc23)c1	3%	?	i	22%	-1.3%	1%	-0.9%	7%	-12%	-2%	0%
CCN(CCCNC(=O)COc1cc(=O)n(CC)c2ccccc12)Cc1ccccc1	6%	6%	i	-4%	-0.2%	-1%	-2.2%	11%	-1%	2%	1%
C=CCSc1nnc(C)n1-c1ccc(Cl)cc1	1%	3%	i	-23%	-2.5%	1%	-0.8%	-1%	4%	1%	3%
CCOc1ccccc1NC(=O)C1CCC(CNc2c(N3CCOCC3)c(=O)c2=O)CC1 (stereo unspecified)	-2%	2%	.	6%	0.0%	2%	0.7%	.	-2%	-1%	1%
CCOc1ccc(N(CC(=O)Nc2nccs2)S(=O)(=O)c2c(C)noc2C)cc1	-17%	10%	.	-11%	-0.2%	1%	-0.6%	.	-12%	-3%	-6%
CCC(CCC(C)C1CCC2C3CC=C4CC(OC(C)=O)CC[C@@]4(C)C3CC[C@@]12C)C(C)C (stereo partly specified)	.	.	.	-9%	-3.2%	.	-1.1%	6%	.	2%	4%
O=C(Nc1ccc(F)cc1F)N1CCN(c2ncccn2)CC1	-15%	11%	.	-11%	-1.1%	0%	-0.6%	.	2%	-1%	-4%
CCN(CC)CCN1C(=O)C(=O)/C(=C(/O)c2ccc(OCC(C)C)cc2)C1c1ccncc1 (stereo unspecified)	22%	1%	i	-8%	-0.3%	2%	0.8%	9%	10%	0%	-1%
COc1cccc(C2=N/C(=C\N(C)C)C(=O)O2)c1	7%	-25%	.	-26%	0.8%	-13%	2.0%	3%	-5%	2%	1%
CC(NC(=O)c1nn(C)c(=O)c2ccccc12)c1ccc(F)cc1 (stereo unspecified)	0%	22%	i	-3%	1.2%	-2%	0.2%	3%	?	-4%	-1%
